Compound activity (PubChem BioAssay)
NF-kB neuron act: compounds increasing NF-kB expression in human neuronal cells; NF-kB reporter expression; hits give high values; 1.6% of 190,000 active; fold change at 12.5 µM; in the data active = fold change above about 3.3
ROMK primary: modulates human ROMK potassium channel activity; P48048; Tet-inducible ROMK, thallium flux fluorescence; actives lie on both sides; B-score at 10 µM; 2% of 130,000 active; AID 1918;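 active = signal ratio slope over the read window, or its plate-corrected B-score, at least 3 SD from the plate mean, either direction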;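 note: B-score of the F/F0 ratio slope over 7 to 12 s after thallium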
Target sequence (P48048 whole entry, looked up): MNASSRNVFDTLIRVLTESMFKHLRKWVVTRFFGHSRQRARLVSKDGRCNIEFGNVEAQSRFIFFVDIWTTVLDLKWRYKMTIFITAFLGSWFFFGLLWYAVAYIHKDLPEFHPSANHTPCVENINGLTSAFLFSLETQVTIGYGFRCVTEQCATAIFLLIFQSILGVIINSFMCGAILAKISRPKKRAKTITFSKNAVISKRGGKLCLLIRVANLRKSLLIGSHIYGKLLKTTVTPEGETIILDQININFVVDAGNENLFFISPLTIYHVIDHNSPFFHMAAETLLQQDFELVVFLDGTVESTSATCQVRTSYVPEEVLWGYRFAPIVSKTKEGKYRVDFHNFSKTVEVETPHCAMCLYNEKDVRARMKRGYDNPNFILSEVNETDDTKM
STAT3 activator: increases IL-6 driven STAT3 reporter signal | U3A cells, IL-6 STAT3-luciferase reporter, luminescence; 100% = signal with IL-6 EC80 alone | activation (% of control), % at 5.6 µM | 0.91% of 190,000 active;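 active = activation above the screen-wide mean of compound activation plus 3 SD, cut at about 130% in these data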;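 note: 0% = background luminescence of wells with medium and substrate only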
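Material: human U3A cells carrying STAT3-luciferase construct. Measured by: reporter luminescence signal. Timing: compound 1 h, then IL-6 6 h at 37 °C.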
STAT3 blocker: reduces IL-6 driven STAT3 reporter signal. U3A cells, IL-6 STAT3-luciferase reporter, luminescence; host cell line lacks STAT1. inhibition, % at 5.5 µM. AID 862. 0.89% of 190,000 active;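 active = inhibition above the mean inhibition across all screened compounds plus 3 SD, cut at about 44% in these data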;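 note: 0% = DMSO only wells and 100% = 100 µM nifuroxazide control wells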
STAT1 blocker: inhibitors of IFN-gamma induced STAT1 signaling. 0.35% of 200,000 active. NIH 3T3 STAT1-luciferase reporter, luminescence. inhibition, % at 5.5 µM;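 active = inhibition above a set limit, the mean inhibition across all tested compounds plus 3 SD, cut at about 34% in these data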;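 note: 0% = IFN-gamma with DMSO and 100% = IFN-gamma with 300 µM nifuroxazide; values of inactives mirror those of a sister screen read the other way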
APP 5'UTR act: APP 5'UTR luciferase reporter activation | SH-SY5Y APP 5'UTR luciferase reporter, luminescence; zero percent = DMSO vehicle wells | 1% of 190,000 active | activation, % at 2 µM | AID 1276;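 active = activation above a set limit, based on mean plus 3 SD of controls, cut at about 140% in these data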; note: values of inactives mirror those of a sister screen read the other way
APP transl inh: APP translation inhibition | SH-SY5Y APP 5'UTR-luciferase reporter, luminescence | inhibition, % at 2 µM | 0.82% of 190,000 active | AID 1285;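 active = inhibition above a set limit, derived from the sample mean plus 3 SD, cut at about 45% in these data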; note: values of inactives mirror those of a sister screen read the other way
FLuc act counter: affects firefly luciferase, flagging false hits in luciferase stimulation screens; P08659; ATPlite luciferase biochemical, luminescence, 10 min; 0 = ATP-free wells, 1 = DMSO control; activation factor at 10 µM; 200,000 tested, under 10 active;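 active = luciferase activation factor, scaled between plate controls, of at least 2 with compound at 10 µM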
Target sequence (P08659 whole entry, looked up): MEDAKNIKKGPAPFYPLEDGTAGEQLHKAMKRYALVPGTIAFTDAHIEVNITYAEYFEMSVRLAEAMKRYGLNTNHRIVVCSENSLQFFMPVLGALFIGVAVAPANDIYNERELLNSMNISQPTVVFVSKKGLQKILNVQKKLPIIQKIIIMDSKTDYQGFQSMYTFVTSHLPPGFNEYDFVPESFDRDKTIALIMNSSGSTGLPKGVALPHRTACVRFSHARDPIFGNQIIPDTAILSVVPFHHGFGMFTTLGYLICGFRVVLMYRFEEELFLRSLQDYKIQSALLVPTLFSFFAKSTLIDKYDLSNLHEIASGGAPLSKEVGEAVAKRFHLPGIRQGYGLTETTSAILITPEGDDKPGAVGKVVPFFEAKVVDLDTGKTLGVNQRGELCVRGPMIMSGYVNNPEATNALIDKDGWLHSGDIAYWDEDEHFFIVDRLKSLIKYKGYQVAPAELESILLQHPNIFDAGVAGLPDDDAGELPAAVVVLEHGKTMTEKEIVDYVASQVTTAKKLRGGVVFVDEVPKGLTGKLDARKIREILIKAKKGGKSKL
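Assay system: Luciferase/luciferin detection reagent, cell-free biochemical luciferase assay / Read-out: luciferase activation / Benchmarks: No-ATP low control, compound-free enzyme-plus-ATP high control / Medium: PBS buffer for ATP / Detection: luminescence measurement of luciferase light output / Schedule: 10 min at ambient temperature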
FLuc inhib CS: counter-screen for luciferase assay inhibitors: firefly luciferase inhibition; AID 1006; ATPLite firefly luciferase biochemical luminescence, 10 min; 1.5% of 200,000 active; inhibition, % at 10 µM; P08659;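 active = inhibition above about 50% when tested at 10 µM, limit read from the data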
STAT1 activator: STAT1 signaling activation. NIH 3T3 STAT1-luciferase reporter, IFN-gamma, luminescence; 100% = IFN-gamma alone, no compound. activation (% of control), % at 5.5 µM. 2.6% of 200,000 active. AID 932;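 active = activation above the screen-wide mean activation plus 3 SD, cut at about 130% in these data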;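 note: raw ratio to IFN-gamma control signal so 100% means no change and 0% no light; values of inactives mirror those of a sister screen read the other way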
The depositor's hits bear a star; / = no result given. Compounds were not picked by outcome. Share with any hit: about 7.1%.

(1) COc1ccccc1N1CCN(C2CCN(C3CCC(c4ccccc4)CC3)CC2)CC1 (stereo unspecified)
(2) COc1ccc(OC)c(CNC(=O)C2CCN(S(C)(=O)=O)CC2)c1
(3) CCOC(=O)c1ccc(NC(=S)NCCCN2CCN(C3CCCCC3)CC2)cc1
(4) CN(C)S(=O)(=O)c1ccc(C(=O)NCc2ccccc2)cc1
(5) CN(C)c1cccc2c(S(=O)(=O)N3CCOCC3)cccc12
(6) O=C(NCC12CC3CC(CC(C3)C1)C2)c1nn2c(c1Cl)NC(c1ccco1)CC2C(F)(F)F (stereo unspecified)
screen / no.	1	2	3	4	5	6
NF-kB neuron act	0.99	1	0.73	1.1	0.91	1.7
ROMK primary	-3.1*	-0.082	-0.63	/	-0.26	/
STAT3 activator	101	99	94	100	94	104
STAT3 blocker	4	6	9	4	12	-4
STAT1 blocker	4	1	2	3	-2	3
APP 5'UTR act	6	-17	4	-9	26	-16
APP transl inh	-6	17	-4	9	-26	16
FLuc act counter	1	1	1	1.1	1.1	1
FLuc inhib CS	-2	2	-3	-10	-6	4
STAT1 activator	95	101	97	98	102	97

(7) CC(C)(C)c1cc(NC(=O)COC(=O)C2CC2)n(-c2ccccc2)n1
(8) Cc1ccccc1CS(=O)(=O)Cc1ccc(C(=O)NCc2ccco2)o1
(9) Cc1cc(=O)oc(C)c1C(=O)NCc1ccccc1
(10) Cc1onc(-c2c(Cl)cccc2Cl)c1C(=O)Nc1c(C)n(C)n(-c2ccccc2)c1=O
(11) CN(C)S(=O)(=O)c1ccc(C(=O)OCC(=O)NC(=O)NCc2ccccc2)cc1
(12) CCCc1nc(N2CCCC2)c(C#N)c2c1CCCC2
screen / no.	7	8	9	10	11	12
NF-kB neuron act	1.1	0.92	0.93	1.4	1.1	1.4
ROMK primary	-0.26	-1.5	/	/	0.17	/
STAT3 activator	111	100	111	97	103	104
STAT3 blocker	-9	3	-10	8	2	0
STAT1 blocker	3	-3	2	-1	-6	-7
APP 5'UTR act	4	0	-5	7	4	3
APP transl inh	-4	0	5	-7	-4	-3
FLuc act counter	1	1.1	1	1.1	1	1.1
FLuc inhib CS	-2	-10	-1	-8	-5	-8
STAT1 activator	97	103	98	101	105	106

(13) Cc1c(C(c2cccc([N+](=O)[O-])c2O)c2c(C)n(C)n(-c3ccccc3)c2=O)c(=O)n(-c2ccccc2)n1C
(14) N/C(=N\c1nc2ccccc2o1)NC(=O)c1ccc(Cl)cc1
(15) Cc1ccccc1NC(=O)CNC(=O)c1ccc(C(F)(F)F)cc1
(16) COc1ccc(NC(=O)c2ccc(C(=O)c3cc(OC)ccc3OC)cc2)cc1
(17) CCc1nnc(NC(=O)/C=C/c2cccs2)s1
(18) O=S(=O)(Nc1nc2ccccc2nc1N1CCN(c2ccccn2)CC1)c1ccc(Cl)cc1
screen / no.	13	14	15	16	17	18
NF-kB neuron act	1.5	1.4	1.1	0.98	1.8	1.4
ROMK primary	/	0.59	-0.031	/	/	-2.1
STAT3 activator	90	88	85	89	95	102
STAT3 blocker	23	13	19	23	11	1
STAT1 blocker	5	-4	4	-1	-23	-2
APP 5'UTR act	-8	19	9	-5	50	5
APP transl inh	8	-19	-9	5	-50	-5
FLuc act counter	1.1	1	1	1.1	0.9	1
FLuc inhib CS	-8	-4	4	-8	6	-1
STAT1 activator	96	103	96	101	120	102

(19) O=C(COC(=O)c1cc(Cl)cc(Cl)c1)NCCN1C(=O)CSC1=O
(20) CCOc1ccc(CN2CCN(Cc3cnn(CC)c3C)CC2CCO)cc1 (stereo unspecified)
(21) CCn1c(=O)c(-c2ccccc2)c(O)c2ccccc21
(22) Cc1ccc(/C([O-])=C(/C(=S)NCc2ccco2)[n+]2ccccc2)cc1
(23) CC(C)C(NS(=O)(=O)c1cccs1)C(=O)N1CCc2ccccc2C1 (stereo unspecified)
(24) CCCCn1c(N2CCC(Cc3ccccc3)CC2)nc2c1c(=O)[nH]c(=O)n2C
screen / no.	19	20	21	22	23	24
NF-kB neuron act	1.3	1.1	1.3	0.77	0.93	0.64
ROMK primary	-0.047	-0.88	0.94	0.14	0.89	/
STAT3 activator	93	106	97	104	112	97
STAT3 blocker	8	-7	7	-6	-11	7
STAT1 blocker	16	6	9	5	2	4
APP 5'UTR act	-6	-8	13	/	-2	3
APP transl inh	6	8	-13	/	2	-3
FLuc act counter	1	1	1.1	1.1	1	1
FLuc inhib CS	-3	0	-8	-8	-2	-1
STAT1 activator	86	93	92	95	98	96

(25) O=C1CC(c2ccco2)Cc2nc(Nc3nc(-c4ccccc4)c4ccccc4n3)ncc21 (stereo unspecified)
(26) Cc1cccc(Nc2nc3ccccc3n3nnnc23)c1
(27) CCOc1ccc(-c2csc(N)c2C(=O)OC)cc1
(28) O=C(CSc1nc2ccccc2s1)NC(=O)NCc1ccco1
(29) CCc1c(C)nc2c(C#N)c(C)[nH]n2c1=O
(30) O=C(/C=C/c1ccc2c(c1)OCO2)Nc1cccnc1
screen / no.	25	26	27	28	29	30
NF-kB neuron act	0.95	1	1.1	1.1	0.91	0.99
ROMK primary	/	0.28	-0.59	-0.049	/	-0.052
STAT3 activator	105	84	88	129	101	82
STAT3 blocker	-1	24	14	-29	8	25
STAT1 blocker	14	2	2	-5	1	-33
APP 5'UTR act	8	13	-13	-3	18	162*
APP transl inh	-8	-13	13	3	-18	-162
FLuc act counter	1	1	1	/	1.1	0.1
FLuc inhib CS	-1	-4	0	/	-9	87*
STAT1 activator	87	98	102	105	96	128

Among those listed so far, two contain a cyano group.
(12) CCCc1nc(N2CCCC2)c(C#N)c2c1CCCC2
(29) CCc1c(C)nc2c(C#N)c(C)[nH]n2c1=O
screen / no.	12	29
NF-kB neuron act	1.4	0.91
ROMK primary	/	/
STAT3 activator	104	101
STAT3 blocker	0	8
STAT1 blocker	-7	1
APP 5'UTR act	3	18
APP transl inh	-3	-18
FLuc act counter	1.1	1.1
FLuc inhib CS	-8	-9
STAT1 activator	106	96

Carrying on:
(31) COc1cc(/C=N/NC(=O)C(C)n2nnc3ccccc32)ccc1O (stereo unspecified)
(32) O=C(O)CCCNS(=O)(=O)/C=C/c1ccccc1
(33) N/C(=N\OC(=O)c1cccc(Cl)c1)c1ccccn1
(34) O=C(OC(C(=O)NC1CCCC1)c1cccnc1)C1=Cc2ccccc2OC1 (stereo unspecified)
(35) COc1ccc(-c2nnn(CC(=O)N(CCN3CCOCC3)C(C(=O)NC3CCCC3)c3ccco3)n2)cc1 (stereo unspecified)
(36) CC(=O)N1CCc2cc(Br)cc(S(=O)(=O)N3CCCCCC3)c21
screen / no.	31	32	33	34	35	36
NF-kB neuron act	1.1	1.4	5.3*	0.99	1	0.95
ROMK primary	0.23	1.5	0.46	/	-0.018	-0.23
STAT3 activator	93	100	39	103	93	93
STAT3 blocker	8	6	74*	1	13	12
STAT1 blocker	8	-4	25	-2	3	-6
APP 5'UTR act	-4	4	166*	19	1	1
APP transl inh	4	-4	-166	-19	-1	-1
FLuc act counter	1	1.1	0.1	1.1	1	1
FLuc inhib CS	4	-9	91*	-9	-1	-4
STAT1 activator	92	102	77	102	97	105

(37) O=c1[nH]cnc2c1sc1nc3c(c(-c4ccc(Cl)cc4)c12)CCC3
(38) O=C(Nc1nc2ccccc2s1)c1cc2c(s1)-c1ccccc1OC2
(39) CCOC(=O)/C=C1\SCC(=O)N1CC(=O)NC1CCCCC1
(40) COCCCN(CC(=O)Nc1ccc(N2CCOCC2)cc1)S(=O)(=O)c1ccc(C)cc1
(41) Cc1ccc(C)c(NC(=O)C(Sc2nc3ccccc3c(=O)n2CC(C)C)c2ccccc2)c1 (stereo unspecified)
(42) CCN(CC)C(=O)CN(c1ccc2c(c1)OCO2)S(C)(=O)=O
screen / no.	37	38	39	40	41	42
NF-kB neuron act	1.8	2	0.97	0.99	1.3	0.98
ROMK primary	0.42	/	0.17	0.19	0.62	-0.074
STAT3 activator	114	103	99	99	104	102
STAT3 blocker	-8	5	8	5	-5	4
STAT1 blocker	-6	-24	12	-5	3	2
APP 5'UTR act	-51	5	5	-6	-45	-14
APP transl inh	51*	-5	-5	6	45	14
FLuc act counter	1	1	1	1.1	1	1.1
FLuc inhib CS	0	-4	-4	-8	-3	-7
STAT1 activator	106	122	89	103	97	99

(43) CN1N=C(/C=C/c2ccccc2)CCC1=O
(44) O=C(Nc1ccc2c(c1)OCO2)c1ccc(Br)o1
(45) CN(C(=O)c1cnccn1)c1nnc(-c2cnccn2)s1
(46) CCOc1cc(C(=O)OCC(=O)c2cc(C)n(CC3CCCO3)c2C)ccc1OCC(=O)N1CCOCC1 (stereo unspecified)
(47) O=C(O)c1ccc(NC(=S)NC(NC(=O)c2ccco2)C(Cl)(Cl)Cl)cc1 (stereo unspecified)
(48) COc1ccc2c(C(=O)CN(C)C3CCCCC3)c[nH]c2c1
(49) CCN(CC)C(=O)CSc1nnc(CNc2ccc(F)cc2)n1-c1ccccc1
(50) O=S(NC1CCCCC1)C12CC3CC(CC(C3)C1)C2 (stereo unspecified)
screen / no.	43	44	45	46	47	48	49	50
NF-kB neuron act	1.8	2.3	1.4	1.3	1.2	1.4	1	1.2
ROMK primary	0.64	/	0.98	/	1.6	/	/	/
STAT3 activator	91	118	91	102	104	111	98	98
STAT3 blocker	13	-12	14	0	1	-9	4	8
STAT1 blocker	-23	-18	-9	16	4	-2	9	4
APP 5'UTR act	58	36	12	3	-18	6	-7	6
APP transl inh	-58	-36	-12	-3	18	-6	8	-6
FLuc act counter	0.7	0.6	1	0.8	1	1.1	1	1
FLuc inhib CS	30	40	-5	16	-4	-8	-2	-2
STAT1 activator	122	116	108	84	96	102	92	96

In another format: entries from further up.
41) Cc1ccc(C)c(NC(=O)C(Sc2nc3ccccc3c(=O)n2CC(C)C)c2ccccc2)c1 (stereo unspecified)
  NF-kB neuron act: 1.3 | ROMK primary: 0.62 | STAT3 activator: 104 | STAT3 blocker: -5 | STAT1 blocker: 3 | APP 5'UTR act: -45 | APP transl inh: 45 | FLuc act counter: 1 | FLuc inhib CS: -3 | STAT1 activator: 97
42) CCN(CC)C(=O)CN(c1ccc2c(c1)OCO2)S(C)(=O)=O
  NF-kB neuron act: 0.98 | ROMK primary: -0.074 | STAT3 activator: 102 | STAT3 blocker: 4 | STAT1 blocker: 2 | APP 5'UTR act: -14 | APP transl inh: 14 | FLuc act counter: 1.1 | FLuc inhib CS: -7 | STAT1 activator: 99
43) CN1N=C(/C=C/c2ccccc2)CCC1=O
  NF-kB neuron act: 1.8 | ROMK primary: 0.64 | STAT3 activator: 91 | STAT3 blocker: 13 | STAT1 blocker: -23 | APP 5'UTR act: 58 | APP transl inh: -58 | FLuc act counter: 0.7 | FLuc inhib CS: 30 | STAT1 activator: 122
